PhoP GFP inhibition: Inhibition of PhoP regulon, Salmonella typhi GFP reporter cells, confirmation, 4 h (AID 1850) | Salmonella Typhi PhoP-promoter GFP reporter, fluorescence, 4 h; higher % means a stronger effect | one-dose inhibition, % at 50 µM; IC50 in µM for titrated hits | 310,000 compounds, 0.33% hits; in the data active means a potency from the dose series; inconclusive means inhibition mostly from about 25% at the one dose, without a potency; inactive means the rest, 99 in 100 with inhibition below about 19%;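 further: 0% = induced wells with vehicle and 100% = uninduced wells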
VEEV TC-83 Vero: inhibitors of VEEV TC-83 cytopathic effect, confirmation, Vero cells (AID 588727). 350,000 compounds, 0.13% hits. inhibition, % at 20 µM; hits with a dose series show IC50 in µM. Vero cells, VEEV TC-83 cytopathic effect inhibition; higher % means a stronger effect; in the data active means a potency from the dose series; inconclusive means inhibition mostly from about 14% at the one dose, without a potency; inactive means the rest, 99 in 100 with inhibition below about 12%; further: strong numbers were not always called active
M. tuberculosis: growth inhibition of non-replicating M. tuberculosis (AID 488890); Mycobacterium tuberculosis non-replicating, growth inhibition; higher % means a stronger effect; 320,000 compounds, 0.39% hits; inhibition, % at 25 µM; hits with a dose series show IC50 in µM; in the data active means a potency from the dose series; inconclusive means inhibition mostly from about 82% at the one dose, without a potency; inactive means the rest, 99 in 100 with inhibition below about 76%;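 further: plate controls were DMSO cells for no effect and high antibiotic wells for full effect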
H37Rv inhibition: M. tuberculosis growth inhibition, HTS (AID 449762); M. tuberculosis H37Rv growth inhibition, 7H9 media; higher % means a stronger effect; one-dose inhibition, % at 25 µM; IC50 in µM for titrated hits; 330,000 compounds, 0.59% hits; in the data active means a potency from the dose series; inconclusive means inhibition above about 70% without an active follow-up result;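 further: bacterial growth assessed after seven days of incubation; strong numbers were not always called active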
influenza NS1A: H1N1 influenza NS1A inhibitors, functional cell based assay (AID 504329). NS1A functional cell-based assay, percent inhibition; higher % means a stronger effect. one-dose inhibition, % at 12.5 µM; IC50 in µM for titrated hits. 340,000 compounds, 0.3% hits; in the data active means a potency from the dose series; inconclusive means inhibition above about 27% without an active follow-up result; further: strong numbers were not always called active
VEEV TC-83 Vero 10K pilot screen: recorded beside VEEV TC-83 Vero, whose call it bears; inhibition, %; measured here: 10K pilot screen inhibition
* = called active by the depositor; i = inactive; ? = inconclusive; nt = no result given.

The opening 15 compounds, ahead of the listing:
SMILES | PhoP GFP inhibition | VEEV TC-83 Vero | M. tuberculosis | H37Rv inhibition | influenza NS1A | others
Cc1ccc2c(c1)N(CCC(=O)NCC1CCCO1)C(=O)CO2 (stereo not drawn) | -5% | 0.4% | 0% | -9% | -6%
c1ccc2c(c1)CN1CCCC1=N2 | 6% | i | 1% | 2% | 2%
COc1ccc(CCNC(=O)CCS(=O)(=O)c2cccc3nsnc23)cc1OC | 0% | 5.6% | 3% | -9% | -19%
COc1ccc(N2CCN(c3nc4c(c(=O)[nH]c(=O)n4C)n3Cc3cccc(C)c3)CC2)cc1 | -2% | 0.3% | 21% | 5% | -3%
CC(C)NC(=O)c1ccccc1NC(=O)C1CCCO1 (stereo not drawn) | -5% | 3.7% | 6% | -3% | -7%
NS(=O)(=O)c1ccc(NC(=O)COC(=O)c2ccc(S(=O)(=O)N3CCOCC3)cc2)cc1 | nt | 0.7% | -11% | 0% | -9%
Cc1cc(Cl)nc(NC(=O)Nc2cccc(Cl)c2)n1 | 3% | 1.2% | -7% | -2% | 3%
O=C(NCc1ccccc1)c1ccc(/C=N/O)nc1 | -9% | i | -2% | 7% | -22%
CCSc1cc(N2CC(C)OC(C)C2)nc(-c2ccccc2Cl)n1 (stereo not drawn) | -4% | 4.6% | 4% | 34% | -4%
Cc1nc2ccccc2n1S(=O)(=O)c1ccc(S(=O)(=O)N2CCCCCC2)cc1 | 17% | i | 6% | -18% | -22%
CC(=O)n1c2ccccc2c2ccccc21 | -17% | 0.3% | 2% | -2% | -5%
CCC(C)NC(=O)CSc1nc2ccsc2c(=O)n1NC(=O)c1ccccc1 (stereo not drawn) | 11% | 5.6% | 7% | -1% | 3%
Cc1cccc(-c2cc(C(=O)N/N=C/c3cccnc3)c3ccccc3n2)c1 | 8% | 3.9% | 34% | 4% | 0%
Cn1ncc(Cl)c1C(=O)N1CCN(S(=O)(=O)c2cccs2)CC1 | 14% | 2.5% | 2% | 6% | -2%
N#C/C(=C\c1ccc([N+](=O)[O-])cc1)c1nc(C2CC2)cs1 | 6% | i | 2% | 0% | -3%

Results, repeating the preview:
SMILES | PhoP GFP inhibition | VEEV TC-83 Vero | M. tuberculosis | H37Rv inhibition | influenza NS1A | others
Cc1ccc2c(c1)N(CCC(=O)NCC1CCCO1)C(=O)CO2 (stereo not drawn) | -5% | 0.4% | 0% | -9% | -6%
c1ccc2c(c1)CN1CCCC1=N2 | 6% | i | 1% | 2% | 2%
COc1ccc(CCNC(=O)CCS(=O)(=O)c2cccc3nsnc23)cc1OC | 0% | 5.6% | 3% | -9% | -19%
COc1ccc(N2CCN(c3nc4c(c(=O)[nH]c(=O)n4C)n3Cc3cccc(C)c3)CC2)cc1 | -2% | 0.3% | 21% | 5% | -3%
CC(C)NC(=O)c1ccccc1NC(=O)C1CCCO1 (stereo not drawn) | -5% | 3.7% | 6% | -3% | -7%
NS(=O)(=O)c1ccc(NC(=O)COC(=O)c2ccc(S(=O)(=O)N3CCOCC3)cc2)cc1 | nt | 0.7% | -11% | 0% | -9%
Cc1cc(Cl)nc(NC(=O)Nc2cccc(Cl)c2)n1 | 3% | 1.2% | -7% | -2% | 3%
O=C(NCc1ccccc1)c1ccc(/C=N/O)nc1 | -9% | i | -2% | 7% | -22%
CCSc1cc(N2CC(C)OC(C)C2)nc(-c2ccccc2Cl)n1 (stereo not drawn) | -4% | 4.6% | 4% | 34% | -4%
Cc1nc2ccccc2n1S(=O)(=O)c1ccc(S(=O)(=O)N2CCCCCC2)cc1 | 17% | i | 6% | -18% | -22%
CC(=O)n1c2ccccc2c2ccccc21 | -17% | 0.3% | 2% | -2% | -5%
CCC(C)NC(=O)CSc1nc2ccsc2c(=O)n1NC(=O)c1ccccc1 (stereo not drawn) | 11% | 5.6% | 7% | -1% | 3%
Cc1cccc(-c2cc(C(=O)N/N=C/c3cccnc3)c3ccccc3n2)c1 | 8% | 3.9% | 34% | 4% | 0%
Cn1ncc(Cl)c1C(=O)N1CCN(S(=O)(=O)c2cccs2)CC1 | 14% | 2.5% | 2% | 6% | -2%
N#C/C(=C\c1ccc([N+](=O)[O-])cc1)c1nc(C2CC2)cs1 | 6% | i | 2% | 0% | -3%
CCOc1ccccc1C(=O)OCC(=O)Nc1cccc(S(=O)(=O)NC2=NCCCCC2)c1 | nt | 0.1% | nt | nt | 0%
Cn1cc(SCC(=O)NCc2ccc(F)cc2)c2ccccc21 | -11% | 2.5% | 5% | 9% | 9%
NC(=O)c1ncn([C@@H]2O[C@H](CNS(=O)(=O)c3cc(S(=O)(=O)c4ccccc4)cs3)[C@@H](O)[C@H]2O)n1 | nt | 1.4% | nt | nt | 18%
CCc1ccc2nc3c(c(C(=O)O)c2c1)CCC3 | 0% | i | 2% | -2% | 4% | VEEV TC-83 Vero 10K pilot screen=0.9
CCOC(=O)c1ccc(NS(=O)(=O)c2c(C)n[nH]c2C)cc1 | nt | 2.7% | -3% | 0% | -7%
O=C(c1ccc([N+](=O)[O-])cc1)N1CCSC1c1ccccc1Cl (stereo not drawn) | 6% | 0.1% | 1% | 1% | 12%
Cc1cccc(N2C(=O)c3ccc(C(=O)Nc4c[nH]c(=O)[nH]c4=O)cc3C2=O)c1 | -3% | 1.3% | 0% | 1% | -3%
Nc1cc(OCC(F)(F)F)cc(OCC(F)(F)F)c1 | 1% | 3.1% | 10% | -5% | 3%
CCC(C(=O)NC1CCCC1)N(Cc1cccs1)C(=O)Cn1nnc(-c2ccc(OC)c(OC)c2)n1 (stereo not drawn) | 1% | 11% | 29% | -8% | -12%
CC(C)N(C(=O)COC(=O)[C@@H]1CC(O)CN1S(=O)(=O)c1ccc(C(C)(C)C)cc1)C(C)C (stereo partly drawn) | 6% | 0.7% | 4% | 7% | 9%
COc1ccc(C(=O)CSc2cc(C)nc3nc(C)nn23)cc1OC | 7% | 1.6% | -14% | 6% | -1%
CC1(C)CC(=O)C=C(c2cccc(Br)c2)C1 | nt | 1.1% | -4% | -4% | -1%
CCOC(=O)N1CCN(C(=O)Nc2ccc3nc(C)c(C)nc3c2)CC1 | 4% | 1.3% | 8% | 0% | -6%
CCCCC[n+]1ccn(-c2nc3ccccc3nc2[N-]S(=O)(=O)c2ccc(C)cc2)c1 | -3% | 0.9% | 17% | -2% | 9%
COC(=O)c1ccc(CSc2ncnc3c2sc2nc(N4CCOCC4)c4c(c23)CCCC4)o1 | -5% | 2.2% | 1% | -1% | 1%
CC(Oc1cccc(Cl)c1)C(=O)Nc1ccc([N+](=O)[O-])cn1 (stereo not drawn) | -5% | 0.8% | 75% | -2% | -5%
Cc1cccc(N(CC(N)=O)C2SC(=O)N(c3ccccc3)C2=O)c1 (stereo not drawn) | 1% | 6.0% | 6% | -4% | 0%
C=CCNC(=S)NNC(=O)c1cc(O)ccc1O | 2% | 1.3% | 0% | 1% | nt
COc1ccc2c(c1)c(CC(=O)OCC(=O)O)c(C)n2C(=O)c1ccc(Cl)cc1 | 13% | 0.7% | 5% | 2% | 4%
Cc1cccc(S(=O)(=O)Nc2nc3ccccc3nc2NCC2CCCO2)c1 (stereo not drawn) | -4% | i | 5% | -13% | 8%
O=S(OCCN1CCCC1)C(c1ccccc1)c1ccccc1 (stereo not drawn) | nt | 13% | nt | nt | -1%
COc1ccc(C(=O)NCCCN=C2NS(=O)(=O)c3ccccc32)cc1 | 11% | 3.9% | -12% | 0% | -1%
CC(=O)N1c2ccc(S(=O)(=O)N3CCC(C(=O)NC4CCCCC4)CC3)cc2CC1C (stereo not drawn) | -2% | 0.4% | -6% | 2% | -1%
Cc1cc(C)nc(SCc2cc(=O)c(OC(=O)c3ccc(Cl)c([N+](=O)[O-])c3)co2)n1 | -3% | 0.3% | 19% | -7% | 5%
Oc1ccccc1Nc1ncnc2c1oc1ccccc12 | -16% | 0.9% | -20% | 2% | 2%
CC(=O)Nc1ccc(NS(=O)(=O)c2ccc(Cl)s2)cc1 | -4% | 0.5% | 6% | 0% | -5%
O=C1C2CCN(CC2)C12CC2c1ccc(C(F)(F)F)cc1 (stereo not drawn) | -5% | 1.5% | 17% | 0% | -6%
COC(=O)c1ccc(N2C(=O)c3cc(N4CCOCC4)c([N+](=O)[O-])cc3C2=O)cc1 | 4% | 0.1% | -25% | 7% | -4%
CCn1nc(NC(=O)c2ccncc2)c2cc3ccccc3nc21 | 8% | 4.0% | -3% | 2% | 1%
CCOc1ccc(C(=O)Nc2cccc3ncccc23)cc1Br | 0% | 1.7% | 8% | -7% | -10%
OC1(c2ccc(F)cc2)CCNC1 (stereo not drawn) | 6% | 0.7% | -3% | 5% | -4%
O=C(CN(C(=O)Cn1nnc(-c2ccccc2F)n1)c1cnc2ccccc2c1)NCC1CCCO1 (stereo not drawn) | 10% | 0.7% | -4% | -4% | 1%
Cc1c(Cl)cccc1NC(=S)NC1CCN(C(C)C)CC1 | 4% | i | 27% | 5% | -8%
COc1ccc(-c2cccc(NC(=O)c3ccc4c(c3)OCO4)c2)nn1 | -1% | 7.4% | -16% | 0% | -12%
Cn1c(=O)oc2cc(S(=O)(=O)N3CCc4ccccc43)ccc21 | -12% | i | 4% | -8% | -11%
CC1CCN(CCOCCOc2ccccc2-c2ccccc2)CC1 | -4% | i | 12% | -5% | 3%
O=C(O)c1ccc(-c2ccc(/C=N/Nc3ccc([N+](=O)[O-])cc3)o2)cc1 | 8% | 1.5% | 32% | 42% | -2%
COc1ccc(C2CC(=O)Oc3cc(O)ccc32)cc1 (stereo not drawn) | nt | 0.1% | nt | nt | -7%
O=C(Cn1c(=O)cnc2ccccc21)NNC(=O)c1ccccc1Cl | nt | 2.9% | -10% | -7% | -6%
CN(C)c1cccc(N=C2C=C(N3CCOCC3)CC(C)(C)C2)c1 | 9% | 0.4% | -10% | -3% | 2%
COc1ccc(O)c(C(=O)c2cnn(C(=O)c3ccc(C)cc3)c2)c1 | nt | 2.9% | -4% | -1% | -9%
CCN(CC)c1ccc(-c2nn3c(-c4cccnc4)nnc3s2)cc1 | -9% | 3.3% | nt | nt | -15%
CCOC(=O)c1cnc2c(c(C)nn2C)c1Oc1ccccc1F | 0% | 2.4% | 24% | 18% | 0%
Cc1ccc(-c2nc3ccc(C(=O)O)cc3nc2-c2ccc(C)cc2)cc1 | 0% | 4.8% | 21% | ? | -2%
CCSc1nnc(NC(=O)C(C)C)s1 | -4% | 0.3% | -8% | -8% | 24%

Next records follow:
SMILES | PhoP GFP inhibition | VEEV TC-83 Vero | M. tuberculosis | H37Rv inhibition | influenza NS1A | others
CCOC(=O)c1cc(C)[nH]c(=O)c1C#N | -7% | i | -2% | 8% | 14%
CNC(=O)CCN(Cc1ccco1)S(=O)(=O)c1ccc(OC)c(OC)c1 | 1% | i | 2% | -5% | 0%
N#C/C(=C/c1ccc(Br)o1)C(N)=S | 1% | nt | ? | 3% | nt
COc1cccc(-c2ccc3ncnc(NCc4cccnc4)c3c2)c1 | nt | 6.6% | 14% | 11% | -10%
Cc1ccc(CNC(=O)CCSCc2cccc(F)c2)cc1 | -8% | 0.3% | 39% | -1% | -9%
Cc1ccc(CN2CC(C(=O)NCCCSc3ccccc3)CC2=O)cc1 (stereo not drawn) | -15% | 1.2% | 48% | -12% | -6%
Cc1ccc(NC(=O)c2nc[nH]c2C(=O)NCCCCCNC(=O)OC(C)(C)C)cc1 | nt | 9.3% | 64% | ? | 8%
COc1cccc(/C=C(/C#N)c2ccc(Cl)cc2)c1OCc1cccc(C(=O)O)c1 | 3% | 5.7% | 13% | 2% | -19%
COc1ccc(NC(=O)COC(=O)C2CC(=O)N(c3ccc(OC(C)C)cc3)C2)cc1 (stereo not drawn) | 4% | 1.9% | -10% | 5% | -12%
Cc1ccc(C(=O)NNC(=O)c2ccc(-n3cncn3)c([N+](=O)[O-])c2)cc1 | 0% | 2.6% | -4% | -6% | -2%
CCOC(=O)C1(CCOC)CCN(Cc2cccc(OCc3ccccc3)c2)CC1 | -2% | i | 10% | -1% | 21%
COc1ccc(CCCNC(=O)C2CCC(=O)N(Cc3ccccc3F)C2)cc1 (stereo not drawn) | 0% | 1.9% | 8% | -2% | -8%
CC1CCCN(C(=O)c2ccc(Cl)c(S(=O)(=O)N3CCCCCC3)c2)C1 (stereo not drawn) | nt | i | 10% | -13% | -3%
C=CC(=O)Nc1cccc(Oc2ccnc3[nH]ccc23)c1 | nt | 6.6% | nt | nt | 20%
O=C1CC(c2ccccc2Cl)Cc2c1cnn2-c1nc2ccccc2s1 (stereo not drawn) | -2% | nt | 1% | 1% | nt
